DUSP3 inh: VHR1 phosphatase inhibitors, primary screen, biochemical, absorbance, uHTS; inhibition, % at 13.3 µM; 0.52% of 290,000 active; Dual specificity protein phosphatase 3 (Homo sapiens), P51452; recombinant VHR phosphatase, pNPP absorbance; in the data active = inhibition above about 50%; note: some compounds called inactive have numbers as strong as hits
Target sequence (P51452 whole entry, looked up): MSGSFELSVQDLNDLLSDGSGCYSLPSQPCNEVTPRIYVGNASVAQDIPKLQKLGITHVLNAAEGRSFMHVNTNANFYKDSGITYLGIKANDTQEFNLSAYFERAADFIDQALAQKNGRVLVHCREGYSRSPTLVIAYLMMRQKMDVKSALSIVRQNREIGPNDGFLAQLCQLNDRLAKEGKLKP
MazEF act: activators of E. coli MazEF toxin-antitoxin RNase, primary screen, biochemical, fluorescence, uHTS; Endoribonuclease toxin MazF (Escherichia coli (strain K12)), P0AE70; FAM/BHQ RNA-DNA oligo cleavage fluorescence, 5 h; activation, % at 20 µM; 0.32% of 350,000 active; in the data active = activation above about 50%
Target sequence (P0AE70 whole entry, looked up): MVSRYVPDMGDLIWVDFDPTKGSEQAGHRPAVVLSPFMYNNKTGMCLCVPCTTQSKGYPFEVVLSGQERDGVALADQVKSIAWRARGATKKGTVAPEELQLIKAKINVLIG
BoNT-F LC inh: BoNT/F light chain protease inhibitors, primary screen, biochemical, flow cytometry, MLPCN library | Botulinum neurotoxin type F light chain protease (Clostridium botulinum) | Multiplex microsphere protease cleavage assay | inhibition, % at 10 µM | 0.22% of 360,000 active | AID 588497, 2011; in the data active = inhibition above about 35%, passing the limit was not always enough; note: plate controls were buffer without enzyme for full effect and enzyme alone for no effect
Mtb FBA inh: Mtb FBA enzyme inhibitors, primary screen, biochemical, fluorescence, strain H37Rv; Fructose-bisphosphate aldolase (Mycobacterium tuberculosis (strain ATCC 25618 / H37Rv)), …; purified M. tuberculosis FBA, fluorescence read-out; inhibition, % at 1 µM; 2.3% of 360,000 active; AID 588726, 2011; in the data active = inhibition above about 27%;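 note: 0% = vehicle and 100% = reference inhibitor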
Target sequence (P9WQA3 whole entry, looked up): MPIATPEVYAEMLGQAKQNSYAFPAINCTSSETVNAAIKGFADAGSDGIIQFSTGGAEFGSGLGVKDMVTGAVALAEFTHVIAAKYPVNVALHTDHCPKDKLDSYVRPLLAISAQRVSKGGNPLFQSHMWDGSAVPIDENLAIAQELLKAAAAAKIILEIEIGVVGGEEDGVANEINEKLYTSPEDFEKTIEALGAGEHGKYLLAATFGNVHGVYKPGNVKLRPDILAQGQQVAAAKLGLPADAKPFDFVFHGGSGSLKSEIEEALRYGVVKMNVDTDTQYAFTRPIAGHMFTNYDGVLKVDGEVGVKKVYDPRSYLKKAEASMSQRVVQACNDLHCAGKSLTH
FadD28 FP inh: inhibitors of FadD28 bisubstrate probe binding, primary screen, biochemical, fluorescence polarization, single point; Mycobacterium tuberculosis FadD28 fatty-acid-AMP ligase; inhibition, % at 12.5 µM; 0.22% of 360,000 active; AID 588549, 2011; in the data active = inhibition above about 8.5%, passing the limit was not always enough
CCHF vOTU inh: CCHFV vOTU protease inhibitors, primary screen, biochemical, Pep-AMC substrate, fluorescence; Crimean-Congo hemorrhagic fever virus L polyprotein viral ovarian tumor (vOTU) protease …; inhibition, % at 11.5 µM; 0.55% of 370,000 active; note: 0% = vehicle wells with enzyme and 100% = no enzyme wells
UGM FP inh: M. tuberculosis UGM enzyme inhibitors, primary screen, biochemical, fluorescence polarization, single point; UDP-galactopyranose mutase (Mycobacterium tuberculosis (strain ATCC 25618 / H37Rv)), …; purified UGM, fluorescence polarization probe displacement; inhibition, % at 10 µM; 0.06% of 320,000 active; AID 504406, 2011; in the data active = inhibition above about 10%, passing the limit was not always enough
Rv3671c protease: Rv3671c serine protease inhibitors, primary screen, biochemical, fluorescence polarization, M. tuberculosis H37Rv; P9WHR9; inhibition, % at 5.96 µM; 0.048% of 320,000 active; AID 2606, 2010; in the data active = inhibition above about 38%;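 note: extracellular domain of Rv3671c used as enzyme; 0% = enzyme with DMSO and 100% = no enzyme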
Target sequence (P9WHR9 whole entry, looked up, the tested form may be a part): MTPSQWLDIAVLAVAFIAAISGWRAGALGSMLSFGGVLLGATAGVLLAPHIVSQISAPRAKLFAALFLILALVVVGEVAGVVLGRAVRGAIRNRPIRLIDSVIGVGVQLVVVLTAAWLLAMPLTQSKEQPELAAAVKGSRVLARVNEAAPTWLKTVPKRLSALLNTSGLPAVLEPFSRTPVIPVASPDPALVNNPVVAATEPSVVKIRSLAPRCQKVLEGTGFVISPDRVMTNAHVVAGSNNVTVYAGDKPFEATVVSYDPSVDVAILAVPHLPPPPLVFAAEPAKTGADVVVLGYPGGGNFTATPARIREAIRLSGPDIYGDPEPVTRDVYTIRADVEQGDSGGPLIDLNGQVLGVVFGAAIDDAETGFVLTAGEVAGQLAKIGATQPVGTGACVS
BioA inh: M. tuberculosis BioA enzyme inhibitors, primary screen, biochemical, plate reader, single point, HTS; inhibition, % at 9.99 µM; 7,8-diaminopelargonic acid synthase BioA (Mycobacterium tuberculosis); AID 602481, 2012; purified M. tuberculosis BioA enzyme; 0.096% of 360,000 active; in the data active = inhibition above about 40%
GDH-TPI inh: GDH-TPI coupling enzyme inhibitors, primary screen, artefact control for M. tuberculosis FBA inhibitor project, biochemical, absorbance, full deck | inhibition, % at 4.8 µM | 1.2% of 360,000 active | GDH-TPI coupled enzyme counterscreen, NADH absorbance;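 note: 0% = DMSO wells and 100% = wells lacking the enzyme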
Numbers without * were called inactive; / = not tested or not shown. Cut-off read from the data, not from the text of the source, unless noted: active = inhibition above about 30%; inactive = the rest.

The line under a structure holds: DUSP3 inh | MazEF act | BoNT-F LC inh | Mtb FBA inh | FadD28 FP inh | CCHF vOTU inh | UGM FP inh | Rv3671c protease | BioA inh | GDH-TPI inh
(1) Cc1ccc2oc(C(=O)N(Cc3ccc(N(C)C)cc3)C3CCS(=O)(=O)C3)c(C)c2c1 (configuration not stated)
  14 | -3 | -10 | -1 | -2.0 | 17 | 1.7 | -2 | -0.5 | 0
(2) COc1cc(-c2c(-c3ccsc3)sc3ccccc23)cc(OC)c1OC
  / | -5 | -6 | 0 | -2.8 | -13 | 3.2 | -7 | -0.5 | 4
(3) Cc1ccc(C)c(N(CC(=O)NC(C)(C)C)C(=O)CNC(=O)c2cccs2)c1
  18 | 24 | -9 | 0 | -2.3 | -9 | 0.0 | -10 | / | -7
(4) CC(OC(=O)c1nc(-c2ccccc2)n(-c2ccccc2)n1)C(=O)Nc1cc(Cl)cc(Cl)c1 (configuration not stated)
  -23 | 0 | -4 | -2 | -3.4 | -9 | -1.2 | -122 | / | -1
(5) O=C(CC1C(=O)NCCN1CC1CCCCC1)NC1(c2ccccc2)CC1 (configuration not stated)
  35 | 10 | -9 | -2 | -4.5 | -1 | 0.3 | 3 | / | 1
(6) CC1CN(C(=O)c2cccc(S(=O)(=O)Nc3cc(Cl)ccc3Cl)c2)CC(C)O1 (configuration not stated)
  -6 | 2 | 3 | -5 | -4.8 | -10 | 2.0 | 0 | / | -9
(7) COc1ccc(C(=O)/C=C/c2ccc(OC)c(O)c2)c(F)c1
  -9 | 2 | -11 | -3 | -4.9 | 0 | 0.3 | -4 | 0.1 | 23
(8) CCOC(=O)CNC(=O)N1CCc2ccc(NC(=O)c3ccccc3OC)cc2C1
  -5 | 0 | -19 | 2 | -2.3 | 19 | -0.1 | -9 | 0.9 | 0
(9) O=C1NC(c2ccc(Cl)cc2Cl)Oc2ccccc21 (configuration not stated)
  1 | 1 | -8 | 4 | -0.1 | -9 | -0.9 | 1 | -1.3 | -6
(10) c1csc(-c2csc(-c3cccs3)n2)c1
  26 | -2 | 0 | -3 | -3.8 | 9 | -6.5 | -3 | -2.0 | 13
(11) CC(C)OC(=O)Cn1nnc(-c2ccccc2)n1
  31 | 1 | -13 | 0 | -3.1 | 5 | 1.4 | 3 | -3.1 | -1
(12) CCN(C(=O)c1ccc(Br)cc1)c1ccccc1
  39 | 7 | 1 | 1 | -2.2 | -19 | -2.0 | 7 | / | -2
(13) CC/C(O)=C1\C(=O)CC(c2ccccc2)CC1=NC(C)C (configuration not stated)
  9 | 1 | -6 | -4 | 0.0 | -6 | 4.9 | -8 | 2.1 | 0
(14) NC(=O)C12CCCC(Br)(CCC1)C2
  -8 | 7 | -6 | 2 | -0.5 | -5 | -2.8 | 10 | / | 12
(15) CNC(=O)Nc1cc(C(C)(C)C)no1
  3 | 11 | 3 | -4 | 0.2 | 15 | -3.4 | 0 | -1.5 | 8
(16) Cc1ccc(C(=O)OCC(=O)Nc2cc(S(=O)(=O)N3CCOCC3)ccc2C)cc1
  -8 | 12 | 1 | -1 | -4.5 | 0 | -2.2 | -3 | 1.5 | -10
(17) Cc1ccc(C(=O)NCCCn2ccnc2)cc1[N+](=O)[O-]
  6 | 1 | -1 | 1 | -0.6 | 19 | -0.3 | 5 | 14 | 14
(18) CCC(C)c1ccc(S(=O)(=O)N2CCN(C(=O)COc3ccc4c(C)cc(=O)oc4c3)CC2)cc1 (configuration not stated)
  0 | -19 | -9 | 6 | -2.4 | -8 | -0.9 | 6 | / | -3
(19) Cc1[nH]n(-c2ccc([N+](=O)[O-])cc2)c(=O)c1C=NCCc1c[nH]c2ccccc12
  55* | 19 | 12 | -1 | -0.5 | -7 | 1.7 | -2 | 1.0 | 29
(20) O=C(CN1CCCCC1)c1c[nH]c2ccccc12
  23 | 6 | 24 | 1 | -3.8 | 2 | 0.2 | 10 | -0.5 | 8
(21) CCONC(=O)Nc1ccccc1[N+](=O)[O-]
  -22 | 7 | -3 | -2 | -3.4 | 5 | -1.7 | 1 | / | -3
(22) NS(=O)(=O)c1ccc(CCNc2nc3c(-c4cccc(F)c4)nnn3c3ccccc23)cc1
  9 | 109* | -4 | 3 | -4.5 | 3 | -1.7 | -5 | -0.1 | 12
(23) Cc1ccc(S(=O)(=O)NC(=O)c2ccc(F)cc2)c(C)c1
  15 | 1 | 2 | -1 | -0.4 | 3 | 0.8 | 4 | 1.8 | 1
(24) CCCCCc1ccc2cc(C#N)ccc2n1
  / | / | -3 | 4 | -2.5 | 10 | / | / | -0.4 | /
(25) CCC(C)(C)n1nnnc1C(c1cc2cc(OC)c(OC)cc2[nH]c1=O)N1CCc2ccccc21 (configuration not stated)
  -11 | -12 | -6 | 11 | 0.9 | -8 | 0.8 | 4 | / | 25
(26) CCOC(=O)C/C(C)=N\Nc1nc(-c2ccccc2)cs1
  6 | 7 | 0 | 69* | -0.3 | 15 | 0.5 | 1 | / | 14
(27) Cc1cccc(Nc2c3c(nc4ccccc24)CCC3)c1
  9 | -5 | -2 | 0 | -0.8 | 3 | 1.2 | -1 | 5.2 | 7
(28) CCN(Cc1ccccc1)S(=O)(=O)c1cc(C(=O)NC2CCCCCC2)ccc1OC
  -4 | 1 | 8 | 1 | -0.5 | -2 | -3.2 | -14 | / | -4
(29) S=C(Nc1ccccc1)Nc1ccc(Br)cn1
  41 | -1 | -5 | -1 | -1.2 | 0 | -1.3 | -7 | / | 1
(30) CCCCNC(=O)CCNS(=O)(=O)c1ccc(C)cc1
  11 | 1 | -6 | -1 | -1.0 | 4 | -0.4 | -3 | -0.6 | 9
(31) O=C1c2ccccc2C(O)(Cc2ccccc2)N1CCCN1CCOCC1 (configuration not stated)
  -12 | 2 | -5 | 0 | 0.0 | 1 | -1.1 | -3 | -1.4 | 4
(32) CC(=O)NC(=S)NNC(=O)c1ccc(Br)cc1
  7 | -5 | 2 | -1 | 0.1 | 11 | 2.7 | -4 | / | 7
(33) O=C(O)CC(NS(=O)(=O)c1c(F)cc(F)cc1Br)c1ccccc1Cl (configuration not stated)
  10 | -2 | 1 | 0 | -5.1 | -13 | 1.3 | 2 | / | -7
(34) CC(=O)Nc1ccc(NC(=O)c2ccccc2N(C)S(=O)(=O)c2ccccc2)cc1
  14 | 2 | 10 | -4 | -2.3 | 12 | -3.2 | 0 | -0.5 | -3
(35) CCOC(=O)Cn1c(=O)c2c(nc3n2CCCN3CCc2ccccc2)n(C)c1=O
  10 | 6 | -1 | 5 | 0.7 | -6 | 0.3 | 1 | 7.3 | 1
(36) OCCC1CN(Cc2ccc(-n3cccn3)cc2)CCN1Cc1ccccc1 (configuration not stated)
  44 | 3 | -1 | -2 | -1.2 | -17 | -1.3 | 7 | 3.3 | 10
(37) CN(C)c1ccc(C(=O)Nc2ccc(O)c3c(=O)cc(-c4ccccc4Cl)oc23)cc1
  14 | 2 | -1 | 1 | 0.9 | -3 | -1.5 | 1 | 0.0 | 0
(38) CN(C)c1ccc(C=c2c3ccccc3n3c2cc(-c2ccccc2)[n+]3C)cc1
  / | -29 | -64 | -9 | -1.8 | 48* | / | / | / | 13
(39) Cc1ccc(NC(=O)CN(C)CC(=O)Nc2ccccc2Oc2ccccc2)cc1
  -6 | 2 | 8 | 2 | -4.9 | 1 | -0.1 | 2 | / | 2
(40) NC1C=CC=C(C(=O)O)C1 (configuration not stated)
  / | 13 | -5 | 1 | -3.0 | 7 | 0.0 | -3 | -1.0 | -10
(41) CC(C)CC(=O)N1CCC(O)(CS(=O)(=O)Cc2ccc(Cl)cc2)CC1
  29 | -1 | -5 | 0 | -0.5 | -7 | 2.0 | 4 | -1.9 | 5
(42) CCCSc1nnc(NC(=O)Nc2ccccc2)s1
  -12 | 3 | -3 | 0 | -1.0 | -2 | -0.8 | -24 | -1.8 | -1
(43) O=C(NC1C(=O)NNC1c1ccc(Cl)cc1)c1ccc(F)cc1 (configuration not stated)
  7 | -10 | -6 | -2 | -2.9 | -11 | 1.8 | -15 | / | -1
(44) OCC1OC(n2cnc3c(/C=C(\O)c4ccccc4)ncnc32)C(O)C1O (configuration not stated)
  / | 3 | 2 | -3 | -3.7 | -4 | / | / | / | 13
(45) COc1cccc(-c2cc(=O)c3cc(NC(=O)c4ccc(N(C)C)cc4)ccc3[nH]2)c1
  -3 | 7 | / | / | / | / | -0.3 | -2 | / | /
(46) NC(=O)C1CCCN(S(=O)(=O)c2ccccc2)C1 (configuration not stated)
  16 | -3 | -1 | 0 | -1.6 | -2 | 1.2 | 5 | -0.8 | -1
(47) COc1ccc(OC)c(C(=O)COC(=O)CNC(=O)c2ccccc2)c1
  6 | 2 | -5 | 3 | -2.5 | 2 | 2.5 | -21 | / | 10
(48) CCc1c(C)[nH]n(-c2nc(-c3ccccc3)cs2)c1=O
  7 | -22 | -2 | -2 | -3.2 | 5 | 0.9 | -13 | / | 1
(49) COc1ccc(NC(=O)c2ccco2)cc1NC(=O)c1ccc(Br)o1
  -5 | 6 | 0 | 2 | -3.8 | -12 | 5.4 | -4 | 1.3 | 0
(50) O=C(NCc1cccs1)c1cc(-c2ccccc2)nn1CC1CC(c2cccnc2)=NO1 (configuration not stated)
  / | 10 | -2 | -1 | 0.5 | 0 | 2.0 | -8 | 3.7 | 7
(51) Cc1noc(C)c1C(=O)Nc1cccc2ncccc12
  53* | -3 | -6 | -6 | -3.7 | 9 | -1.0 | -1 | 0.6 | -8
(52) COc1cc(/C=N/NC(=O)c2nnn(-c3nonc3N)c2C(C)C)ccc1OCc1ccccc1
  12 | 9 | -3 | -4 | -1.5 | 14 | 2.1 | -65 | -0.5 | 21
(53) O=c1[nH]c(=O)n(-c2ccc(F)cc2)c2c1C(C(F)(F)F)(C(F)(F)F)N=C(c1ccc(F)cc1)N2
  6 | -3 | -7 | -4 | -0.4 | -11 | -0.3 | -6 | 1.9 | 11
(54) CC(=O)c1c(C)[nH]c(C(=O)OCC(=O)N2CCN(S(=O)(=O)c3ccc(C)cc3)CC2)c1C
  / | 5 | 4 | 0 | -2.5 | 11 | 2.0 | 2 | 2.5 | 9
(55) CCCCN(C)C(=O)c1nc2ccccn2c1CNCCCn1ncc2ccccc21
  12 | 6 | -3 | 4 | -0.5 | -5 | -1.7 | -6 | 0.5 | 7
(56) O=C(O)c1cccc2c1C(=O)N(Cc1ccccc1)C2
  30 | 7 | 8 | 0 | 1.0 | 4 | 0.8 | -1 | 0.2 | 2

Results in Mtb FBA inh, UGM FP inh and BioA inh (5 entries from above):
item | SMILES | Mtb FBA inh | UGM FP inh | BioA inh
35 | CCOC(=O)Cn1c(=O)c2c(nc3n2CCCN3CCc2ccccc2)n(C)c1=O | 5 | 0.3 | 7.3
36 | OCCC1CN(Cc2ccc(-n3cccn3)cc2)CCN1Cc1ccccc1 (configuration not stated) | -2 | -1.3 | 3.3
37 | CN(C)c1ccc(C(=O)Nc2ccc(O)c3c(=O)cc(-c4ccccc4Cl)oc23)cc1 | 1 | -1.5 | 0.0
38 | CN(C)c1ccc(C=c2c3ccccc3n3c2cc(-c2ccccc2)[n+]3C)cc1 | -9 | / | /
39 | Cc1ccc(NC(=O)CN(C)CC(=O)Nc2ccccc2Oc2ccccc2)cc1 | 2 | -0.1 | /

An excerpt of these results, in transposed form.
32: CC(=O)NC(=S)NNC(=O)c1ccc(Br)cc1
33: O=C(O)CC(NS(=O)(=O)c1c(F)cc(F)cc1Br)c1ccccc1Cl (configuration not stated)

Screen / compound no.,32,33
DUSP3 inh,7,10
MazEF act,-5,-2
BoNT-F LC inh,2,1
Mtb FBA inh,-1,0
FadD28 FP inh,0.1,-5.1
CCHF vOTU inh,11,-13
UGM FP inh,2.7,1.3
Rv3671c protease,-4,2
BioA inh,/,/
GDH-TPI inh,7,-7

Screens (PubChem BioAssay)
